# Screening results (PubChem BioAssay)
# PLC-gamma1 inh = PLC-gamma1 (human) inhibition, primary screen. purified PLC-gamma1, fluorogenic substrate, fluorescence. 370,000 compounds, 0.84% hits. P19174. inhibition, % at 12.2 µM; in the data active = inhibition above about 9.5%
# Target sequence (P19174 whole entry, looked up): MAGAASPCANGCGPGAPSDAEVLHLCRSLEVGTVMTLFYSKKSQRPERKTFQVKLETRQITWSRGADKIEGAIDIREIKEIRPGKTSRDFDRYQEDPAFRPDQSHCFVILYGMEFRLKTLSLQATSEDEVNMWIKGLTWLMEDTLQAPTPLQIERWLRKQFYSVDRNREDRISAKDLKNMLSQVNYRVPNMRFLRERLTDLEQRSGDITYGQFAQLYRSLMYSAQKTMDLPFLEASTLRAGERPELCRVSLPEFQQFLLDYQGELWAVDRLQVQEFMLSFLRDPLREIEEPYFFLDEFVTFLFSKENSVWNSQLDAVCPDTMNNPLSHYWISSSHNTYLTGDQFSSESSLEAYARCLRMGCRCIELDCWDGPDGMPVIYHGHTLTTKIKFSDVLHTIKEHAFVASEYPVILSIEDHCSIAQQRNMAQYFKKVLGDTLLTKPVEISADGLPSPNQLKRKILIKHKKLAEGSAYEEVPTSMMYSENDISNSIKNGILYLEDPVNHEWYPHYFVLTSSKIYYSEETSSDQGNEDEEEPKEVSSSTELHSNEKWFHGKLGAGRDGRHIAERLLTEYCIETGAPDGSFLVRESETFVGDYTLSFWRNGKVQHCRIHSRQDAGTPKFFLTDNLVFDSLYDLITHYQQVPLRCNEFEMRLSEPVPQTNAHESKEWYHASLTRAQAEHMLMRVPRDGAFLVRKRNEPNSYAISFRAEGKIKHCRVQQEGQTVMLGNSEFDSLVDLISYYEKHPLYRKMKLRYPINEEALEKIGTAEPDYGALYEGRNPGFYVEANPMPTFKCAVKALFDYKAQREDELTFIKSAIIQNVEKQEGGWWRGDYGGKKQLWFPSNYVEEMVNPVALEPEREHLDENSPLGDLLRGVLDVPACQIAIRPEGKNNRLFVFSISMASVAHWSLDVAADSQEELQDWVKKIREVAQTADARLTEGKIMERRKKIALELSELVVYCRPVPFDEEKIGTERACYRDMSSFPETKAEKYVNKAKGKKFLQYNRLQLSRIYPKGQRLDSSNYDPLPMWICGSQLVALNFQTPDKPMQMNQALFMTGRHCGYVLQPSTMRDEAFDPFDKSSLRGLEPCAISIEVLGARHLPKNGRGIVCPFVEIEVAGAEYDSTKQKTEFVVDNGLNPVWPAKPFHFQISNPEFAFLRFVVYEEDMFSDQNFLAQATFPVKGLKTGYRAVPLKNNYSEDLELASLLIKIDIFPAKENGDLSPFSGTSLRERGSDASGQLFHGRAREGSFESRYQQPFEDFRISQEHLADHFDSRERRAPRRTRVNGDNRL
# ARFGAP1 inh = rat ARFGAP1 inhibition | Arfgap1-stimulated ARF1 GTP hydrolysis, GDP FP detection | AID 651572 | Q62848 | 360,000 compounds, 0.26% hits | inhibition, % at 16.5 µM;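 active = inhibition above a per-plate limit, mean inhibition of low control wells plus 3 SD, cut at about 25% in these data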;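 note: 0% = DMSO wells with enzyme and 100% = wells lacking Arfgap1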
#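 System: truncated rat Arfgap1 GAP domain / Medium: HEPES-based buffer, pH 7.5 / Also added: N-terminally truncated human ARF1-GTP substrate / Incubation: enzyme reaction 120 min at 25 °C after 20 min preincubation / Measured by: FP of antibody-bound GDP Alexa 633 tracer, ex 620/em 688 nm / Replicates: singlicate, each compound tested once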
# DDE Tn7 FP inh = DD(E)-Tn7 binding inhibition, primary FP screen. inhibition, % at 8.3 µM. FP displacement of FITC-Tn7 peptide from fibrin DD(E); 0% = median of compound wells per plate. P02675. 370,000 compounds, 0.13% hits;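 active = inhibition above the mean of compounds falling within the control limits plus 3 SD of them, cut at about 14% in these data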;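 note: 0% = plate median of compound wells and 100% = 10 µM Aha-Tn7 peptide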
#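 System: human fibrin DD(E); quantity: Fibrin-DD(E) at 2 µM final; also added: fluorescent Tn7 probe at 0.1 µM; compound dosing: single nominal test concentration of 8.3 µM per compound; schedule: 10 min preincubation, 3 h with tracer, room temperature; detection: fluorescence polarization of the labelled Tn7 tracer; repeats: one replicate per compound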
# NR1D1 modulator = modulators of human Rev-erb alpha DNA binding; Rev-erbα–FITC-DNA binding, fluorescence polarization, 90 min; activity, % at 10 µM; 370,000 compounds, 0.79% hits; AID 1259318;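 active = activity above about 14%, limit read from the data; passing the limit was not always enough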;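 note: 0% = DMSO wells with 35 nM protein and 100% = DMSO wells with 750 nM protein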
# PLC-beta3 inh = blocks human PLC-beta3 enzyme activity; Purified PLC-beta3, fluorogenic substrate, fluorescence; inhibition, % at 12.2 µM; 370,000 compounds, 0.18% hits; AID 720704; in the data active = inhibition above about 11%;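 note: 0% = median of compound wells on plate and 100% = full blocker control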
# UHRF1 MBD2 ctr = human UHRF1 methylated DNA binding inhibitors. UHRF1 binding to methylated oligo, TR-FRET. inhibition, % at 4.4 µM. 370,000 compounds, 0.75% hits; in the data active = inhibition above about 21%;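 note: UHRF1 SRA domain binding a hemimethylated CpG hairpin DNA probe; 0% = median of test compound wells and 100% = reference inhibitor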
# KLK7 zymogen act = activators of human kallikrein-7 zymogen; P49862; purified proKLK7, EDANS-DABCYL substrate fluorescence; 100% is mature enzyme control, 0% vehicle; activation, % at 7 µM; 370,000 compounds, 0.9% hits;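 active = activation above the mean of all tested compounds plus 3 SD, computed per campaign excluding outliers beyond control limits, cut at about 13% in these data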
# Tn6 DDE FP = DD(E)-Tn6 binding inhibition, primary FP screen; P02675; Fibrin DD(E) TRITC-Tn6 fluorescence polarization displacement; inhibition, % at 8.3 µM; 370,000 compounds, 0.21% hits; AID 720509;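 active = inhibition above a per-campaign cutoff: mean of compounds within control limits plus 3 SD, cut at about 15% in these data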;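 note: 0% = median of all compound wells on the plate and 100% = blocking peptide control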
# ASAP1 GAP inh = blocks human ASAP1-stimulated Arf1 GTP hydrolysis. GDP FP detection. inhibition, % at 16.5 µM. 360,000 compounds, 0.19% hits. AID 624377; in the data active = inhibition above about 25%;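 note: 0% = vehicle with enzyme and substrate and 100% = no enzyme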
# HGIII-sPLA2 inh = Blocks human group III sPLA2 activity. 370,000 compounds, 0.56% hits. QFRET BODIPY PC-A2 liposome hydrolysis, fluorescence. inhibition, % at 12.2 µM. AID 743126;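 active = inhibition above mean plus 3 SD of compounds lying within the high and low control bounds, cut at about 19% in these data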;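 note: 0% = median of test compound wells and 100% = no enzyme DMSO wells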
# * hit, by the source's call; . = no result given.
SMILES,PLC-gamma1 inh,ARFGAP1 inh,DDE Tn7 FP inh,NR1D1 modulator,PLC-beta3 inh,UHRF1 MBD2 ctr,KLK7 zymogen act,Tn6 DDE FP,ASAP1 GAP inh,HGIII-sPLA2 inh
O=C(CCN1C(=O)/C(=C\c2ccccc2)SC1=S)NNC(=O)c1cccnc1,-4,-9,-2,-1,-1,-1,0.0,14,-1,0
O=S1(=O)CCC(NC2CCCC2)C1 (configuration not stated),1,3,0,3,3,0,0.3,15,6,-1
O=C(O)c1ccc2c(=O)n3c(nc2c1)/C(=C/c1ccc(F)cc1)CC3,-9,9,10,-2,-18,-2,0.1,-2,-22,9
O=C(O)C1CCC(=O)N(C2CCCCC2)C1c1ccccc1 (configuration not stated),1,-6,1,2,-3,3,0.5,6,-1,3
Cc1cc2nc(-c3ccc(F)cc3)c(Cc3ccsc3)n2c(C)c1Br,-36,6,9,4,-50,6,0.4,1,-7,5
CC(COc1cc(F)cc(F)c1)CN1CCC(C(O)(c2ccccc2)c2ccccc2)CC1 (configuration not stated),3,.,-1,-1,8,2,-0.1,7,.,-13
CCCCN(C=O)c1c(CC)nc2c(OCC(=O)N3CCOCC3)cccn12,-1,5,-2,-6,-2,-1,1.3,-4,5,-1
COc1ccc(-c2nc3ccccc3c(=O)n2CCCN2CCOCC2)cc1,-1,11,-1,0,1,1,-0.1,4,10,4
Cn1c(=O)n(C)c2cc(NC(=O)CSc3ccccc3)ccc21,0,-8,3,-1,-5,0,-0.1,-1,2,1
CCCCn1cnc2c(c(-c3ccccc3)c(-c3ccccc3)n2Cc2ccco2)c1=N,1,19,-3,-6,-12,7,-0.5,1,5,13
CCOC(=O)c1c(C)[nH]c(C)c1C(=O)COC(=O)Cc1n[nH]c(=O)c2ccccc12,-1,-4,-4,2,-4,1,-0.3,-2,3,-6
C[C@@H]1CN([C@H](C)CO)S(=O)(=O)c2ccc(-c3ccc(C#N)cc3)cc2O[C@H]1CN(C)C(=O)Nc1cc(F)ccc1F,2,7,5,3,-1,2,-0.2,1,9,-4
Cc1nc2sc(C(c3cccs3)N3CCN(C(=O)c4ccco4)CC3)c(O)n2n1 (configuration not stated),0,13,-3,-7,1,0,0.0,10,-4,-3
COc1ccc(OC)c(C2C(C(=O)Nc3ccccc3OC)=C(C)Nc3nc(CCCO)nn32)c1 (configuration not stated),8,0,2,-5,3,-1,0.0,-1,-7,-3
Cc1cc2c(cc1C)N(Cc1ccc(Cl)cc1)C1=NCCCN12,1,-8,-2,-4,-6,1,-0.7,6,-10,-4
CNc1ccccc(C(=O)/C=C/c2ccccc2OC)c1=O,-60,-4,2,-9,-76,2,-3.5,-5,-3,7
Cc1cccc(NC(=O)C(=O)NNC(=O)c2ccc(C(C)(C)C)cc2)c1,-4,12,4,-1,-8,-1,-0.6,-1,1,-5
CC1=C(C(=O)NC2CCCc3c2cnn3-c2cc(F)cc(F)c2)OCCO1 (configuration not stated),-1,6,-3,-5,-7,-1,-0.2,-2,-14,2
OCCNc1ncnc2c1ncn2[C@H]1CN(Cc2cccs2)C[C@@H](CO)O1,3,-17,-2,-10,0,26*,-0.4,8,10,-1
Cc1ccc2c(c1)c1c(c(=O)n(-c3ccccc3)c(=O)n1CC(=O)NCC1CCCO1)n2C (configuration not stated),-33,-4,1,-8,-51,1,0.8,5,-1,2

# Two entries from above in a different format.
molecule | PLC-gamma1 inh | ARFGAP1 inh | DDE Tn7 FP inh | NR1D1 modulator | PLC-beta3 inh | UHRF1 MBD2 ctr | KLK7 zymogen act | Tn6 DDE FP | ASAP1 GAP inh | HGIII-sPLA2 inh
COc1ccc(-c2nc3ccccc3c(=O)n2CCCN2CCOCC2)cc1 | -1 | 11 | -1 | 0 | 1 | 1 | -0.1 | 4 | 10 | 4
O=C(O)C1CCC(=O)N(C2CCCCC2)C1c1ccccc1 (configuration not stated) | 1 | -6 | 1 | 2 | -3 | 3 | 0.5 | 6 | -1 | 3

# Continuation:
SMILES,PLC-gamma1 inh,ARFGAP1 inh,DDE Tn7 FP inh,NR1D1 modulator,PLC-beta3 inh,UHRF1 MBD2 ctr,KLK7 zymogen act,Tn6 DDE FP,ASAP1 GAP inh,HGIII-sPLA2 inh
Cc1cccc(/N=C/c2c(O)[nH]c3ccccc23)n1,-1,3,-3,2,-7,-1,-5.0,-3,16,-10
N#CC1=C(N)Oc2n[nH]c(-c3ccccc3)c2C1c1cccnc1 (configuration not stated),-7,-9,6,4,-5,-7,-0.7,1,-4,-10
CC(C)c1ccc(NC(=O)Nc2nc(C(N)C3CCCCC3)cs2)cc1 (configuration not stated),7,11,-1,5,6,2,0.4,0,4,7
CCOC(=O)C1=CCC(c2cccs2)N(S(=O)(=O)c2ccc(C)cc2)C1 (configuration not stated),0,6,0,4,-5,17,0.1,-5,-8,2
CN1C(=O)NC(c2ccc(O)cc2)C2=C1CN(c1ccc(O)cc1)C2=O (configuration not stated),1,2,-2,1,-3,1,-0.2,3,0,3
CC(C)(C)c1ccc(C(=O)N2CCC2(C)C(=O)NCC(F)(F)F)cc1 (configuration not stated),0,2,4,1,0,0,-0.5,1,8,7
Cc1nn(C)c(Oc2ccc(Cl)cc2)c1C=O,-1,-14,8,-3,0,-1,-0.7,3,9,-3
CC(=O)Nc1cccc(S(N)(=O)=O)c1C,0,-2,2,1,-9,2,0.1,-5,5,9
C=CCn1c(SCC(=O)NC2CCS(=O)(=O)C2)nnc1-c1cc2c(s1)CCC(CC)C2 (configuration not stated),-5,0,4,-6,-2,1,1.4,-1,-17,-12
CCOc1ccc(CNC(=O)C2CCN(c3nnc(C)c4c(C)n(-c5ccc(C)cc5)nc34)CC2)cc1,-30,13,7,33*,-58,1,-4.9,0,6,-3
CSc1n[nH]c(-c2sccc2OCc2ccc(C)cc2)n1,1,7,-5,-2,3,0,-1.3,3,2,-5
CC(C)(C)c1ccc(C(=O)NNC(=O)Cc2ccccc2)cc1,4,16,4,2,-2,-1,0.1,-5,-14,-28
Cc1ccc(NS(=O)(=O)c2cccc(C(=O)NCC(c3cccs3)N(C)C)c2)cc1 (configuration not stated),-1,10,5,9,-1,-1,0.6,-2,-6,-18
CSCCC(NC(=O)c1ccccc1)C(=O)N1CCN(C(C)=O)CC1 (configuration not stated),2,3,-6,2,-7,-2,0.4,4,-5,5
O=S(=O)(/N=C(/c1ccccc1)N1CCCCCC1)c1ccccc1,0,2,1,7,-8,3,-0.2,-3,7,5
CN1CCN(CCCNC(=O)c2cc3c(-c4ccc(Cl)cc4)nn(C)c3s2)CC1,-14,3,2,-10,-17,-3,-2.6,1,4,11
O=C(NC1CCN(S(=O)(=O)c2ccc(F)cc2)CC1)C1CCCCC1,-1,14,-4,1,-5,8,0.1,2,-5,18
CCS(=O)(=O)N1Cc2cc(C(=O)N(C)C)nc(-c3cccc(-c4ccc(F)cc4)c3)c2[C@@H]1CCO,1,-2,-1,-1,1,-1,0.0,3,-5,0
COc1cc(C(=O)c2c(C)c(CCC#N)n3ccccc23)cc(OC)c1OC,5,7,-8,8,6,2,-0.2,-2,-4,4
CC(=O)C1=C(O)C(=O)OC1c1ccc(Cl)cc1 (configuration not stated),1,2,2,2,-3,3,-0.4,-2,-17,-6
Cc1nc([N+](=O)[O-])c(C(=O)OCc2ccccc2F)n1C,1,7,-5,-5,1,5,-1.0,-4,8,13
COc1ccc(CNC(=O)c2ccc(Br)o2)cc1,-1,2,11,1,2,0,0.3,0,-11,4
COc1ccc(C(=O)N2CCC3(CC2)NCCc2[nH]cnc23)cc1,1,6,2,-6,-1,-4,0.0,5,-18,1
CC(=O)c1cccc(NC(=O)CCC(=O)Oc2ccc(C)cc2)c1,-1,-3,4,0,-6,-2,0.2,-2,7,4
Cc1ccc(N(CC(=O)NC2CCCCC2)C(=O)CNC(=O)c2ccco2)c(C)c1,1,-10,-2,2,-5,1,0.5,0,-15,-2
CCCCN(C)CCNC(=O)CCn1nc(-c2ccc(Cl)cc2)ccc1=O,6,-1,1,1,-5,-5,0.2,7,0,-2
O=C(O)COCC(=O)N1CCN(C(c2ccccc2)c2ccccc2)CC1,-1,0,3,0,-6,-1,0.7,3,8,-3
CC(C)N(Cc1nccn1C)C(=O)CC1C(=O)NCCN1Cc1ccc(F)cc1 (configuration not stated),-9,2,7,-2,-7,-2,-0.1,-6,6,-3
COc1ccc(S(=O)(=O)NCCCN2CCOCC2)cc1F,9.5*,-3,-9,3,0,5,-0.5,-5,-8,4
Cn1nnnc1SCC(=O)Nc1cc(C(F)(F)F)ccc1N1CCOCC1,0,-7,3,-6,0,2,0.2,3,-4,4
O=C(CCN1C(=O)/C(=C/c2ccccc2)SC1=S)NNC(=O)c1cccnc1,0,-1,0,-2,2,-7,0.3,4,-1,-3

# Part of the list above in a different format:
SMILES	PLC-gamma1 inh	ARFGAP1 inh	DDE Tn7 FP inh	NR1D1 modulator	PLC-beta3 inh	UHRF1 MBD2 ctr	KLK7 zymogen act	Tn6 DDE FP	ASAP1 GAP inh	HGIII-sPLA2 inh
CCOC(=O)C1=CCC(c2cccs2)N(S(=O)(=O)c2ccc(C)cc2)C1 (configuration not stated)	0	6	0	4	-5	17	0.1	-5	-8	2
CN1C(=O)NC(c2ccc(O)cc2)C2=C1CN(c1ccc(O)cc1)C2=O (configuration not stated)	1	2	-2	1	-3	1	-0.2	3	0	3
CC(C)(C)c1ccc(C(=O)N2CCC2(C)C(=O)NCC(F)(F)F)cc1 (configuration not stated)	0	2	4	1	0	0	-0.5	1	8	7
Cc1nn(C)c(Oc2ccc(Cl)cc2)c1C=O	-1	-14	8	-3	0	-1	-0.7	3	9	-3
CC(=O)Nc1cccc(S(N)(=O)=O)c1C	0	-2	2	1	-9	2	0.1	-5	5	9
C=CCn1c(SCC(=O)NC2CCS(=O)(=O)C2)nnc1-c1cc2c(s1)CCC(CC)C2 (configuration not stated)	-5	0	4	-6	-2	1	1.4	-1	-17	-12
CCOc1ccc(CNC(=O)C2CCN(c3nnc(C)c4c(C)n(-c5ccc(C)cc5)nc34)CC2)cc1	-30	13	7	33*	-58	1	-4.9	0	6	-3
CSc1n[nH]c(-c2sccc2OCc2ccc(C)cc2)n1	1	7	-5	-2	3	0	-1.3	3	2	-5
CC(C)(C)c1ccc(C(=O)NNC(=O)Cc2ccccc2)cc1	4	16	4	2	-2	-1	0.1	-5	-14	-28
Cc1ccc(NS(=O)(=O)c2cccc(C(=O)NCC(c3cccs3)N(C)C)c2)cc1 (configuration not stated)	-1	10	5	9	-1	-1	0.6	-2	-6	-18
CSCCC(NC(=O)c1ccccc1)C(=O)N1CCN(C(C)=O)CC1 (configuration not stated)	2	3	-6	2	-7	-2	0.4	4	-5	5
O=S(=O)(/N=C(/c1ccccc1)N1CCCCCC1)c1ccccc1	0	2	1	7	-8	3	-0.2	-3	7	5
